# MEKK2mut PB1 HTS: signal of MEK5 binding to mutant human MEKK2 PB1 domain | 0.35% of 290,000 active | AID 1530 | bead flow cytometry, Alexa488-MEK5 binding to MEKK2 mutant | percent response, % at 10 µM; in the data active means percent response above about 24%, passing the limit was not always enough; further: inactives centre near 1; some results filed as inactive read as strong as hits
# CRFBP-R2 block: antagonists of CRF-binding protein/CRF-R2 receptor complex. HEK293 CRF-R2/CRF-BP, CRF-induced calcium fluorescence. inhibition, % at 11.8 µM. 0.59% of 350,000 active. AID 588475;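 active means inhibition of the ligand-induced calcium signal above about 50% at the single tested concentration, limit read from the data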
# GalR3 antag: antagonists of human GalR3 | HEK293 GalR3-CNG cAMP membrane potential fluorescence; galR3 body fused to GalR1 C-terminus | 0.44% of 360,000 active | AID 651719 | O60755 | inhibition, % at 3 µM;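 active means inhibition above the screen-wide average plus 3 SD, cut at about 13% in these data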;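 further: forskolin and galanin both at EC90 stimulate the cells; cAMP rise reported by CNG channel membrane potential dye signal; 0% = forskolin plus galanin with DMSO and 100% = forskolin alone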
# Target sequence (O60755 1-299 limits assumed): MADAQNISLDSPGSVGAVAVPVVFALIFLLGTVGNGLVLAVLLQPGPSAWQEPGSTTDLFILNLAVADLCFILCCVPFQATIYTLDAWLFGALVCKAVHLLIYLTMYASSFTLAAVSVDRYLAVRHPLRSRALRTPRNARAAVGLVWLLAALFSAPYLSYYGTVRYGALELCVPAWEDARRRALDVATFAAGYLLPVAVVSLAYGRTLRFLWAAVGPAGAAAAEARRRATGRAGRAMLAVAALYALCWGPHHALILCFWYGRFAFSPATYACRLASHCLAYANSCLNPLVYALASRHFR
# MEKK2 WT-MEK5: raises or lowers MEK5 binding to wildtype human MEKK2 PB1 domain; Q9Y2U5; bead flow cytometry, Alexa488-MEK5 binding to MEKK2 WT; actives lie on both sides; binding response (% of control), % at 10 µM; 1.1% of 290,000 active; in the data active means binding response below about 67% or above about 130%; inconclusive means no clear call, values can overlap the other calls; inactive means in between
# HCV NS3 hel inh: blocks Hepatitis C virus NS3 helicase unwinding. NS3 helicase DNA unwinding, Cy5 molecular beacon fluorescence. inhibition, % at 10.9 µM. 0.56% of 290,000 active. AID 1800;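 active means inhibition above the mean of all tested compounds plus 3 SD, set per campaign, cut at about 35% in these data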;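 further: 0% = DMSO wells and 100% = thioflavine S control wells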
#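 test system = hepatitis C virus NS3 helicase domain fragment enzyme | reagent = annealed dual-labelled DNA beacon duplex, ATP-started | times = 1 h at 25 °C | detection = Cy5 fluorescence, 0 and 60 min reads | read-out basis = percent inhibition from t60/t0 fluorescence ratio | control set = DMSO and thioflavine S | replication = one well per compound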
# FID counter: counter-screen for HCV NS3 helicase inhibitors: DNA intercalator displacement; 0.17% of 290,000 active; DNA fluorescent intercalator displacement, fluorescence; inhibition, % at 7.9 µM; in the data active means inhibition above about 37%;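 further: 0% = vehicle and 100% = reference compound; higher means more ethidium bromide displaced from hairpin DNA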
# UBC9 SUMO inh: SUMOylation inhibition. 0.36% of 290,000 active. P63279. HTRF SUMOylation assay, SAE1/SAE2 + UBC9, in vitro. inhibition, % at 35 µM; in the data active means inhibition above about 50%, passing the limit was not always enough; inconclusive means no clear call, values can overlap the other calls; further: strong numbers were not always called active
# Target sequence (P63279 whole entry, looked up): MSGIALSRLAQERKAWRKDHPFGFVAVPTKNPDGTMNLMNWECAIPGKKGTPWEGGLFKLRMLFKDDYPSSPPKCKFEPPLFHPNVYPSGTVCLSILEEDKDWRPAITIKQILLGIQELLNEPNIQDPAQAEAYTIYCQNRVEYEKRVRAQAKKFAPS
# CRFR2-BP ag: agonists of human CRF-binding protein/CRF-R2 receptor complex | HEK293 CRF-R2/CRF-BP, calcium dye fluorescence (FLIPR); percent of saturating CRF peptide response | activation, % at 13.2 µM | 0.46% of 350,000 active | AID 588473;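 active means activation of at least 50%, plus an integration ratio under a set limit after plate pattern correction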;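 further: plate controls were neutral control wells without compound for no effect and CRF at EC100 for full effect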
# MEKK3 PB1 HTS: MEKK3-MEK5 PB1 interaction, increase or decrease | binding response (% of control), % at 10 µM | Q99759 | bead-based flow cytometry, Alexa488-MEK5 binding to MEKK3; actives lie on both sides; 0 = blocked by unlabeled MEK5, 100 = vehicle | AID 1529 | 1.4% of 290,000 active;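 active means binding response more than 3 SD above or below the average of its plate-row segment, actives on both sides; inconclusive means wells at one plate position flagged as instrument error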;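 further: Alexa488 bead fluorescence after subtracting the streptavidin-only scavenger bead signal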
# Target sequence (Q99759 whole entry, looked up): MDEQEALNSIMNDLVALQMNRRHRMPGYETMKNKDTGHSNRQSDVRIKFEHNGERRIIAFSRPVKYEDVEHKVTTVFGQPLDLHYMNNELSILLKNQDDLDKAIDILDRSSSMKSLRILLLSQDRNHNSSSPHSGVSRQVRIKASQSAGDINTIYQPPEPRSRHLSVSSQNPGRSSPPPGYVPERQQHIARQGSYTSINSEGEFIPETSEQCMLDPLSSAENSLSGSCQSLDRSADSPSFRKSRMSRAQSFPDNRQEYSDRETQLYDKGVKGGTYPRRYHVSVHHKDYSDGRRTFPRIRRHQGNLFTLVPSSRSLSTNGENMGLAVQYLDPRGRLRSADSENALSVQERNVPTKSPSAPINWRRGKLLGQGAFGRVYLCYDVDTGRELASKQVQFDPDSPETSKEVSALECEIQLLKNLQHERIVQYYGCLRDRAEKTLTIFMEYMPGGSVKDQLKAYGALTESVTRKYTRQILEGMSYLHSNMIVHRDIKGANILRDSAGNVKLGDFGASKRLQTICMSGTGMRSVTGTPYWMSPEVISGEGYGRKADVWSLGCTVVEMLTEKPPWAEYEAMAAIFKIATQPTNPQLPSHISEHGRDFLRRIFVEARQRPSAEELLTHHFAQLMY
# * hit, by the source's call; ? = inconclusive; nt = no result given. This is a subset. The share of hits here may be higher or lower than overall.
SMILES,MEKK2mut PB1 HTS,CRFBP-R2 block,GalR3 antag,MEKK2 WT-MEK5,HCV NS3 hel inh,FID counter,UBC9 SUMO inh,CRFR2-BP ag,MEKK3 PB1 HTS
CCn1c(NCc2ccc(N(C)C)cc2)nc2ccccc21,2,-14,0,104,-5,13,-12,0.2,112
C/C(=N\n1cnnc1)c1ccc(C#N)cc1,-5,1,-6,93,-1,12,0,1.2,94
O=C(NC(=S)Nc1ccc(Cl)cn1)c1cc([N+](=O)[O-])ccc1N1CCOCC1,-2,-14,0,95,-4,-2,14,2.2,101
CCOC(=O)/C(C#N)=C/c1c(N2CCN(C)CC2)nc2c(C)cccn2c1=O,8,9,-11,111,7,1,18,-1.5,107
COc1ccc(CN(C)c2ncnc3sccc23)c(OC)c1OC,-6,16,-6,94,-1,-25,-10,-1.3,95
O=C(COc1ncnc2ccccc12)c1ccc(Cl)cc1,2,-9,-1,102,-1,-3,-15,-2.6,107
CC(=O)N1CCN(c2ccc(NC(=S)NC(=O)COc3ccc(C(C)(C)C)cc3)cc2)CC1,-2,-59,30*,93,-19,-4,1,-0.8,98
CC(C)CC(=O)Nc1ccc(-c2nc3ccccc3c(=O)o2)cc1,-1,-50,-1,105,6,-33,3,0.3,101
Oc1ccc(/C=N/NC(=S)NC2CC3CCC2C3)cc1 (centres undefined),-22,-37,-1,79,3,-11,34,14,80
COC(=O)c1cccc(NC(=O)NC2CCCN2S(=O)(=O)c2ccc(Cl)cc2)c1 (centres undefined),9,9,3,106,-3,-13,-9,-1.4,101
O=C(COC(=O)CCc1nc2ccccc2s1)Nc1ccc(Cl)cn1,16,-24,5,106,1,-17,17,-0.3,100
c1ccc2c(N3CCCCC3)ncnc2c1,3,12,-2,104,5,-3,6,-0.3,104
C=CCc1c(C)nc(SC(C)C)[nH]c1=O,5,-19,-3,113,4,-4,7,0.4,109
CCOc1ccc2c(C)nc(NC3=NC(C)(C)C=C(C)N3)nc2c1,10,-30,-6,128,-24,0,2,0.4,103
O=C(c1ccccc1)c1nn(-c2ccc(Cl)cc2)c(=O)cc1C(F)(F)F,-7,7,2,90,-11,-11,-7,0.7,90
Cc1nc(C)c(CCNC(=O)c2ccccc2Br)s1,8,-1,-12,113,1,1,8,-1.3,96
CCc1c(O)nc(SC2CC(=O)N(c3ccc(F)c(Cl)c3)C2=O)[nH]c1=O (centres undefined),3,4,-7,103,4,-4,16,0.4,107
COc1ccc(-c2cc(C3CC3)nc3sc(C#N)c(N)c23)cc1,5,-27,-4,95,-6,-2,28,-0.3,105
COc1ccc(C/C(O)=C(\C#N)c2nc3ccccc3s2)cc1,-2,48,nt,94,13,0,13,3.9,94
O=C(O)C1(S(=O)(=O)c2ccc(Cl)cc2)CCC1,-3,2,-8,100,7,-2,-7,-0.7,101
CC(=O)c1ccc(N/N=C2/CCCNC2=O)cc1,-18,13,-2,87,6,-5,-13,-0.4,92
Cn1c(N)c(C(=O)COC(=O)c2cc(C3CC3)nc3ccccc23)c(=O)n(Cc2ccccc2)c1=O,2,-1,-3,101,-18,-5,-37,3.1,108
Cc1cc(C(=O)N/N=C/c2ccc(-c3ccc([N+](=O)[O-])cc3Cl)o2)n[nH]1,-1,-41,-7,95,4,-19,12,16,98
CC1CCN(S(=O)(=O)c2ccc(C(=O)OC(C)C(=O)NC3CCCCC3C)cc2)CC1 (centres undefined),5,10,0,101,-9,-17,5,1.2,101
Cc1c(NC(N)=O)c(=O)n(-c2ccccc2)n1C,-2,2,6,96,-3,3,8,0.0,104
CN(C)S(=O)(=O)NCCNc1ccc(C(F)(F)F)cc1[N+](=O)[O-],-5,0,-3,102,-5,8,-9,4.8,96
Cc1c(C(=O)N2CCC(C)CC2)oc2ccc3c(c12)C(O)CC1(CCCCC1)O3 (centres undefined),3,-22,-8,98,-12,-49,11,0.8,103
O=C1c2ccccc2S(=O)(=O)c2cc(C(=O)N3CCN(c4ccccc4)CC3)ccc21,1,1,-10,99,nt,nt,nt,-0.9,104
O=C(NCc1ccc2c(c1)OCO2)c1cccc(N2CCCC2=O)c1,2,19,-1,106,-6,-8,1,1.6,104
Nc1ccccc1SCc1csc(-c2ccc(Cl)cc2)n1,8,-11,-10,96,-5,-9,8,-0.6,106
CCCCC(=O)Nc1nc(-c2ccc(S(=O)(=O)N3CCOCC3)cc2)cs1,2,-18,-3,100,-7,-30,6,-4.4,94
NC(=O)C1(N2CCCCC2)CCN(c2nc(-c3ccccc3)cs2)CC1,2,-12,-4,104,-12,-6,-3,2.7,104
Nc1nc(CN2CCc3ccccc3C2)nc(Nc2ccccc2)n1,2,74*,-5,96,-26,-7,-9,2.5,99
COC(C(=O)Nc1ccc(F)cc1F)c1ccccc1 (centres undefined),4,-18,-5,104,-1,2,0,1.6,106
COC(=O)c1c(NC(=O)c2ccc(Br)o2)sc(C)c1C,0,-9,-9,96,-4,4,28,-0.1,100
Cc1cccc(NC(=O)C2CCN(S(=O)(=O)c3cccc4nsnc34)CC2)c1,-3,5,-4,99,-8,-6,13,-1.6,102
CCOc1ccccc1OCC(=O)Nc1nnc(COC)s1,0,7,4,102,0,-9,-1,-1.1,102
COc1ccc(C(=O)NCCSCc2ccccc2C)cc1,-1,17,-3,104,1,-15,-24,0.2,105
CCC(C)C(NC(=O)OC(C)(C)C)C(=O)NCc1ccco1 (centres undefined),-4,-7,2,102,9,-1,3,-1.1,97
O=C1NN(c2cccc(Br)c2)C(=O)/C1=C\c1ccc(N2CCOCC2)cc1,2,5,nt,104,29,-2,-10,-2.8,105
O=C(N/N=C/c1cc([N+](=O)[O-])ccc1O)c1ccc2c(c1)OCCO2,19,5,-3,106,7,-1,-3,5.4,101
COc1ccc(/C=c2\s/c(=C(/C#N)C(=O)NCc3ccco3)n(-c3ccccc3)c2=O)cc1,-1,-73,-7,98,8,0,32,25,100
O=C(Nc1cccnc1)c1ccccc1NS(=O)(=O)c1ccc(F)cc1,-1,19,0,96,-9,-13,-8,3.0,99
Cc1occc1C(=O)Nc1cccc2ccccc12,3,2,-7,99,6,-3,-18,-1.6,99
O=C(CSc1nnc(-c2ccc(O)cc2)o1)Nc1cccc(O)c1,-11,-3,-5,97,1,-2,-11,-0.6,100
COC(=O)c1sccc1N/C=C(\C#N)S(=O)(=O)C(C)(C)C,1,0,0,101,-2,-3,17,6.2,102
CCCCNC(=O)CSc1nc2ccccc2n1S(=O)(=O)c1ccc(Cl)cc1,8,18,-9,93,-2,4,6,0.8,96
Cc1ccc(C(=O)OCC(=O)N2CC(C)OC(C)C2)cc1 (centres undefined),-5,12,-6,99,-3,-10,4,-0.1,100
COc1cc(OC)cc(-c2nnc(SCC(=O)N3c4ccccc4Sc4ccccc43)o2)c1,8,7,-2,98,-4,-1,nt,1.5,102
Cc1cc(C)c(C#N)c(SCC(=O)Nc2ccccc2)n1,-3,12,-4,100,-2,-3,4,-3.4,99
# Next part:
SMILES,MEKK2mut PB1 HTS,CRFBP-R2 block,GalR3 antag,MEKK2 WT-MEK5,HCV NS3 hel inh,FID counter,UBC9 SUMO inh,CRFR2-BP ag,MEKK3 PB1 HTS
COc1ccc2c(c1)c(=O)oc1cc3occ(C(C)(C)C)c3cc12,-52,-12,-4,61,-1,1,-2,-2.3,86
OCCCc1n[nH]c(=S)n1-c1ccccc1,-13,2,-1,82,2,6,10,-1.3,88
COc1ccc2oc(=O)c(C(=O)NCc3ccco3)cc2c1,1,9,-9,102,9,-2,52*,1.4,103
CCn1cc(C2=NC(CCSC)CO2)c2ccccc21 (centres undefined),5,-7,-3,107,5,10,0,-3.8,108
O=C(c1ccc(-c2ccc([N+](=O)[O-])cc2Cl)o1)N1CCOCC1,-7,3,-5,95,13,-13,19,-1.4,98
CCc1cc2c(=O)c(-c3nc(C)cs3)coc2cc1O,7,5,-9,107,-6,-1,47,-2.2,110
CCOC(=O)/C(=N\Nc1ccc(Cl)cc1)Sc1nnc(-c2ccc(OC)cc2)n1C,-1,-5,2,98,5,-22,8,-1.7,100
CC(C)N1CCc2c(sc(NC(=O)c3ccco3)c2C(N)=O)C1,0,5,-2,102,12,9,2,27,101
Cc1ccn2cc(CNS(=O)(=O)c3ccc4c(c3)OCCO4)nc2c1,10,4,nt,109,5,-4,4,1.3,108
S=C(NCc1ccc(Cl)cc1)NCc1ccco1,1,-1,-2,104,8,-11,11,-0.6,102
Cc1nc2c(-c3ccc(F)cc3)cnn2c(N)c1-c1ccccc1,4,-6,-10,98,-26,2,8,-1.0,102
COC(=O)CSc1nc2sc3c(c2c(=O)[nH]1)CCC3,1,15,-3,99,5,-5,11,-1.6,99
COCC(=O)N(Cc1cc2ccc(C)c(C)c2n2nnnc12)C1CCCC1,0,-12,2,98,-1,-7,3,0.4,102
Cn1c(=O)oc2cc(S(=O)(=O)NCc3ccc(C(=O)O)cc3)ccc21,-9,18,-1,101,4,1,9,3.3,99
O=C(O)CC1(CC(=O)Nc2cc3ccccc3cn2)CCCCC1,-4,-2,-3,93,4,-30,1,0.0,94
O=C(Nc1ccc2oc(-c3ccccc3Cl)nc2c1)c1ncn[nH]1,-12,-6,-1,90,9,-7,25,0.2,79
COC(=O)c1ccc(OS(=O)(=O)N(C)C)cc1,-3,-6,-3,91,13,-5,4,0.5,83
S=c1[nH]nc(-c2ccc(Cl)cc2)n1Cc1ccccc1,-2,-13,-2,?,3,-22,21,-5.9,85
O=C(/C=C/c1ccccc1)NCC(=O)N/N=C/c1ccco1,6,-5,0,102,5,-7,7,0.9,100
C/C(NCCN1CCOCC1)=C(\C#N)C(N)=O,3,-10,-2,106,-7,-2,16,2.5,104

# A draw from above in order of formula weight, falling:
SMILES,MEKK2mut PB1 HTS,CRFBP-R2 block,GalR3 antag,MEKK2 WT-MEK5,HCV NS3 hel inh,FID counter,UBC9 SUMO inh,CRFR2-BP ag,MEKK3 PB1 HTS
Cn1c(=O)oc2cc(S(=O)(=O)NCc3ccc(C(=O)O)cc3)ccc21,-9,18,-1,101,4,1,9,3.3,99
O=C(O)CC1(CC(=O)Nc2cc3ccccc3cn2)CCCCC1,-4,-2,-3,93,4,-30,1,0.0,94
Cc1nc2c(-c3ccc(F)cc3)cnn2c(N)c1-c1ccccc1,4,-6,-10,98,-26,2,8,-1.0,102
O=C(/C=C/c1ccccc1)NCC(=O)N/N=C/c1ccco1,6,-5,0,102,5,-7,7,0.9,100

# (list continues)
SMILES,MEKK2mut PB1 HTS,CRFBP-R2 block,GalR3 antag,MEKK2 WT-MEK5,HCV NS3 hel inh,FID counter,UBC9 SUMO inh,CRFR2-BP ag,MEKK3 PB1 HTS
C=CCNc1nc(Cl)ncc1F,14,-6,-7,99,7,4,-4,2.0,103
O=C(NCCNS(=O)(=O)c1ccccc1)c1ccc([N+](=O)[O-])cc1,4,17,-8,102,-8,2,-17,-2.0,99
CN(C(=O)CSc1nncc2ccccc12)C1CCCCC1,-11,5,-6,87,-2,-23,9,-1.2,98
COc1ccc(S(=O)(=O)N2CN3CCN(C3)C2)cc1OC,-2,1,1,98,7,-5,12,0.2,99
Cc1ccc(CNC(=O)c2cc3c(=O)n4ccccc4nc3n(Cc3ccco3)c2=N)cc1,4,41,0,112,nt,nt,20,2.6,102
Cn1cccc1-c1cc(C(=O)N/N=C/c2ccc(F)cc2)[nH]n1,-3,8,-9,98,13,-15,16,0.1,96
COc1ccc(CN2CC(C(=O)NCc3ccc4c(c3)OCO4)CC2=O)cc1 (centres undefined),3,-4,-6,104,-5,-9,8,-1.4,101

# Screening data deposited in PubChem by several laboratories.
